GoLoco inh red: qHTS Assay for Inhibitors of RGS12 GoLoco Motif Activity (Red Fluorophore). Gai1:RGS12 GoLoco peptide FP, rhodamine, 10 min. Potency, µM (series often up to 61.6 µM), without a hit: at the top dose activity, negative = inhibition, hits mostly inhibitors. actives 0.44% (n = 230,000). AID 880, 2007; active means well fitted inhibition curve with a large enough effect, not every such curve was filed as active; inactive means no such curve, though single readings can be large or run the other way; further: on the % scale 0 is the no-effect control and ±100 the full control effect; nearly all actives have a fitted effect of over 30% in size; many of its hits are not listed in these tables
Target sequence (P63096 whole entry, looked up): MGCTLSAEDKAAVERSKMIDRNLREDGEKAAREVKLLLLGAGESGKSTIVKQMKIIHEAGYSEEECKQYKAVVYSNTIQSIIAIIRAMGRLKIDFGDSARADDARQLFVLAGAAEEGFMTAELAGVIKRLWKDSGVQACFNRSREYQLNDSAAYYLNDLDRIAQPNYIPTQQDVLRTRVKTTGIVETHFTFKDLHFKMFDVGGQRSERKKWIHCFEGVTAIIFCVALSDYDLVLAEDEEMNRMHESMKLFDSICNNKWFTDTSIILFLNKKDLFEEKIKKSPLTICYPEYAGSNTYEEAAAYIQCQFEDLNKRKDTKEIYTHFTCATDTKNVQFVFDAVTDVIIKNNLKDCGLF
GAA spleen mod: qHTS Assay for Inhibitors and Activators of Human alpha-Glucosidase From Spleen Homogenate; Potency, µM (top dose mostly 79.9 µM), for the others: at the highest dose activity change, negative = inhibition, usual class: inhibitors; AID 2112, 2009; human spleen homogenate, 4-MU-alpha-glucoside fluorescence; Lysosomal alpha-glucosidase (Homo sapiens), P10253; actives 0.006% (n = 240,000);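 further: 0% = enzyme with vehicle and -100% = no enzyme basal signal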
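Compounds were titrated against alpha-glucosidase in spleen homogenate at pH 5.0, with 1 mM 4-methylumbelliferyl substrate for 40 min at 37 C. Reactions were quenched with pH 10 NaOH/glycine and fluorescence measured.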
ALDH1A1 inh: qHTS Assay for Inhibitors of Aldehyde Dehydrogenase 1 (ALDH1A1) | actives 7.3% (n = 220,000) | Purified ALDH1A1, NADH fluorescence, propionaldehyde substrate | Potency, µM (highest dose often 75.3 µM), for the others: at the top dose activity, negative = inhibition, most hits filed as inhibitors | AID 1030, 2008; active means well fitted inhibition curve with a large enough effect, not every such curve was filed as active; inconclusive means small, poorly fitted or top-dose-only effect, or another doubt; inactive means no such curve, though single readings can be large or run the other way;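 further: plate controls were no enzyme wells and a reference inhibitor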
GAA glycogen: qHTS Assay for Inhibitors and Activators of Human alpha-Glucosidase Cleavage of Glycogen. recombinant GAA, glycogen substrate, Amplex Red glucose oxidase fluorescence. Potency, µM (doses to about 76.4 µM), for the others: at the top dose activity change, negative = inhibition, most hits filed as inhibitors. actives 0.38% (n = 300,000). AID 2100, 2009;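 further: 0% = full enzyme reaction and -100% = no-enzyme basal signal; the screen sought inhibitors and activators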
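Recombinant human enzyme (4 nM); glycogen substrate; 37 C, 40 min, pH 5.0. Readout: coupled glucose oxidase/Amplex Red fluorescence.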
GAA inh: qHTS Assay for Inhibitors of Human alpha-Glucosidase as a Potential Chaperone Treatment of Pompe Disease; Lysosomal alpha-glucosidase (Homo sapiens), P10253; purified human GAA, 4-MU-alpha-glucoside fluorescence; Potency, µM (doses to about 76.9 µM), for the others: at the highest dose activity change, negative = inhibition, hits mostly inhibitors; actives 0.005% (n = 200,000);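 further: plate controls were uninhibited enzyme wells for no effect and no-enzyme background for full effect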
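Fluorescence at Ex 365/Em 440 nm from 4-methylumbelliferone reported enzyme activity after 20 min at room temperature. Reactions used 4 nM enzyme and 400 uM substrate at pH 5.0; curves fitted with the Hill equation.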
aGal spleen mod: qHTS Assay for Inhibitors and Activators of Human alpha-Galactosidase From Spleen Homogenate. Potency, µM (highest dose often 80 µM), for the others: top-dose activity change, negative = inhibition, usual class: inhibitors. human spleen homogenate, 4MU-alpha-Gal fluorescence, 40 min. actives 0.008% (n = 240,000);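 further: 0% = enzyme with vehicle and -100% = no enzyme basal signal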
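Human spleen homogenate (1 ug) was the enzyme source, with 4-methylumbelliferyl-alpha-D-galactopyranoside (1 mM final) in pH 5.0 citrate buffer with 0.01% Tween-20. Compounds were titrated; after 40 min at 37C, NaOH/glycine stop, 4-MU fluorescence read; AC50 from Hill fits.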
SMN2 splice enh: qHTS Assay for Enhancers of SMN2 Splice Variant Expression. HEK293 SMN2-luciferase splicing reporter, luminescence, 30-36 h. Potency, µM (titrated, usually from 46.1 µM), for the others: at the top dose activity change, positive = activation, hits mostly activators. actives 2.8% (n = 210,000); further: % of control where 0% means no effect; nearly all actives have a fitted effect of over 55% in size
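HEK293 cells carry an SMN2 minigene-luciferase reporter in which exon 7 inclusion puts luciferase in frame. Cells were seeded at 2000 cells/well, attached for 10-12 hours, then exposed to compounds for 30-36 hours at 37C before ONE-Glo luminescence.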
JMJD2E inh: qHTS Assay for Inhibitors of Human Jumonji Domain Containing 2E (JMJD2E); Lysine-specific demethylase 4E (Homo sapiens), B2RXH2; JMJD2E catalytic domain, FDH-coupled NADH fluorescence (FDH is formaldehyde dehydrogenase); Potency, µM (highest dose often 57.1 µM), inactives show at the top dose activity change, negative = inhibition, usual class: inhibitors; actives 1.6% (n = 230,000); AID 2147, 2009; active means well fitted inhibition curve with a large enough effect, not every such curve was filed as active; inconclusive means small, poorly fitted or top-dose-only effect, or another doubt; inactive means no such curve, though single readings can be large or run the other way;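 further: 0% = wells with enzyme and -100% = buffer wells without enzyme; nearly all actives have a fitted effect of over 50% in size; many of its hits are not listed in these tables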
Target sequence (B2RXH2 1-337 limits assumed): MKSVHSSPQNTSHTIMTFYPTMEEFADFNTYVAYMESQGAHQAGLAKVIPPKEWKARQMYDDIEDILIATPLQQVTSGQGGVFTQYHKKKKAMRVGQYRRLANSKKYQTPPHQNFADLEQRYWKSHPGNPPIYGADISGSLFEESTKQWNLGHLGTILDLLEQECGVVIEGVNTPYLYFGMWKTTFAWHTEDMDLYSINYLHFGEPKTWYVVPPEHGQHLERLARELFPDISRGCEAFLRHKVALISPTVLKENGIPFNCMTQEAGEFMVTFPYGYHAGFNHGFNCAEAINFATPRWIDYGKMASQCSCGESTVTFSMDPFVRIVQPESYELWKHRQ
* marks the source's active call; other numbers are inactive results; ? = inconclusive; · = no result given; & = joins results of further samples; [ ] = remark or other dose. Unless noted, the call rests on the fitted dose curve; in most records, active means well fitted curve in the direction sought with a large enough effect; inconclusive means small, poorly fitted or top-dose-only effect, or another doubt; inactive means no such curve, though single readings can be large; an effect the other way counts as inactive or inconclusive. Potency means the concentration at half of the fitted maximal effect.

molecule	SMN2 splice enh	GAA glycogen	GoLoco inh red	ALDH1A1 inh	GAA inh	GAA spleen mod	JMJD2E inh	aGal spleen mod
COc1ccc(C2Nc3ccccc3C(=O)N2NS(=O)(=O)c2ccc(C)cc2)cc1 (stereo unspecified)	27%	-15%	0%	?	-4%	5%	?	11%
C=C1c2ccccc2NC(=S)N1Cc1ccc2c(c1)OCO2	-7%	?	10%	-12%	-1%	-20%	4%	-1%
OC1CCN(C(=S)Nc2ccc(Nc3ccccc3)cc2)CC1	15%	4µM*	12%	-7%	8%	5%	8%	2%
CCCCCCCC/C=C\C/C=C\C/C=C\CCCC(=O)NCCO	7%&7%	·	-8%&-1%	3%&-6%	·	-3%&4%	-1%	-5%&-7%
COc1cc(NC(=O)c2cc(-c3ccco3)on2)c(OC)cc1Cl	-10%	-3%	59%[activator]	?	0%	-6%	?	-10%
O=C(c1ccc(-n2cccc2)cc1)N1CCOCC1	-7%	9%	-5%	11%	-6%	-15%	7%	-2%
COc1ccc(C(=O)CSc2nnc(NC(=O)C3CC(=O)N(c4ccccc4C)C3)s2)cc1 (stereo unspecified)	-4%	13%	19%	11µM*	4%	-1%	-12%	-14%
COc1ccccc1N1CCN(C(=O)CCc2ccc(S(=O)(=O)NCC(C)C)cc2)CC1	-26%	-5%	-9%	-8%	0%	5%	3%	2%
Cc1nc2ccc(S(=O)(=O)NC(C(=O)Nc3nccs3)C(C)C)cc2s1 (stereo unspecified)	-9%	-2%	-11%	-7%	-3%	-2%	1%	-1%
Cc1ccccc1NC(=O)c1c(O)c2cccc3c2n(c1=O)CC3	10%	9%	3%	7%	-2%	2%	2%	0%
CCn1c(=O)c2cc(C(=O)Nc3cccc(C(C)=O)c3)sc2c2ccccc21	·	6%	-2%	·	·	2%	?	8%
CC(C)CSc1nc2c(=O)[nH][nH]c(=O)c2n1Cc1ccccc1	1%	8%	-2%	8%	3%	-1%	-3%	1%
O=C(COc1ccccc1)N1CCN=C1SCc1cccnc1	-9%	4%	3%	3%	0%	-4%	4%	-3%
COc1ccc(Cn2nc(C)cc2C)cc1OC	-43%[inhibitor]	8%	-7%	-5%	-9%	1%	0%	-5%
COc1cc(/C=N/NC(=O)c2cccnc2)ccc1OCC(=O)N1CCOCC1	·	-5%	·	7%	6%	-8%	7%	-18%
CCCC(=O)NC(C)c1nc2ccccc2[nH]1 (stereo unspecified)	-3%	5%	15%	4%	-2%	-3%	-1%	-4%
CC(=O)COc1ccc2c(-c3cccc([N+](=O)[O-])c3)cc(=O)oc2c1	-6%	-7%	9%	?	3%	0%	4%	2%
CCC1(CC)Cc2ccccc2-c2nc(NN)[nH]c(=O)c21	·	?	5%	?	9%[15.4 µM]	4%	?	10%
Cc1nc(-c2ccccc2)sc1C(=O)NN	-32%[inhibitor]	?	6%	4.5µM*	5%	9%	-22%	11%
COc1ccc(NC(=O)Cc2coc3ccc4ccccc4c23)cc1S(=O)(=O)N1CCOCC1	-17%	-6%	-4%	-7%	4%	5%	?	10%
O=C(c1ccc(Cl)cc1Cl)N1CCC(c2nc3c(nnn3Cc3ccco3)c(=O)[nH]2)CC1	6%	-20%	11%	2%	2%	5%	6%	3%
O=C(c1n[nH]c2ccccc12)N1CCOCC1	5%	9%	9%	-1%	6%	-2%	5%	-3%
O=C(CCn1nc(-c2ccccc2)ccc1=O)N1CCOCC1	3%	3%	5%	13%	-8%	-3%	0%	4%
CC(C)C(O)C1CCN(Cc2nc(-c3cccs3)no2)CC1 (stereo unspecified)	·	-10%	6%	-2%	7%	-1%	16%	4%
CCNc1cc(O)ccc1C	2%	·	-24%	-14%	·	6%	·	8%
COc1ccc(CNC(=O)C2CC(C)=C(C)CC2C(=O)O)cc1 (stereo unspecified)	-5%	-3%	5%	5%	-11%	-1%	-1%	3%
CCCc1nc2oc3c(Cl)ncnc3c2c2c1CCCC2	·	5%	4%	·	·	-5%	1%	-9%
CC1CCN(C(=O)c2cc(F)c(F)cc2Cl)CC1	?	-8%	3%	3%	1%	3%	3%	1%
Cc1ccc(NC(=S)NCCN2CCOCC2)cc1F	22%	4%	16%	-1%	7%	0%	10%	-5%
COc1cccc(SCc2noc(C(=O)NC(C)C)c2C(=O)O)c1	20%	15%	16%	?	7%	-7%	0%	-2%

One compound at a time, as listed above.
CCNc1cc(O)ccc1C is listed with SMN2 splice enh = 2%; GAA glycogen = ·; GoLoco inh red = -24%; ALDH1A1 inh = -14%; GAA inh = ·; GAA spleen mod = 6%; JMJD2E inh = ·; aGal spleen mod = 8%
COc1cccc(SCc2noc(C(=O)NC(C)C)c2C(=O)O)c1 is listed with SMN2 splice enh = 20%; GAA glycogen = 15%; GoLoco inh red = 16%; ALDH1A1 inh = ?; GAA inh = 7%; GAA spleen mod = -7%; JMJD2E inh = 0%; aGal spleen mod = -2%

(further entries)
molecule	SMN2 splice enh	GAA glycogen	GoLoco inh red	ALDH1A1 inh	GAA inh	GAA spleen mod	JMJD2E inh	aGal spleen mod
O=C(Nc1ccccc1)c1ccc(N2CCN(c3ccccc3)CC2)c(S(=O)(=O)N2CCOCC2)c1	17%	-5%	2%	?	2%	-3%	?	-13%
CCOC(=O)N1CCN(C(=O)CCCn2c(=O)[nH]c3ccccc3c2=O)CC1	-10%	8%	2%	-2%	-1%	4%	-10%	2%
Cc1cc2cc(CN(Cc3ccco3)C(=S)NCC3CCCO3)c(=O)[nH]c2cc1C (stereo unspecified)	-14%	5%	9%	?	-4%	-6%	?	-6%
CCOC(=O)C1(CCOC)CCN(Cc2ccc(COC)o2)CC1	·	3%	-6%	1%	·	-9%	0%	3%
CCn1c(CC(=O)Nc2ccccc2)nnc1SCC(=O)Nc1ccccc1C(=O)OC	-1%	-13%	3%	1%	0%	-1%	2%	-3%
CCN(C(=S)NCc1ccccc1)c1cccc2ccccc12	-6%	15%	-1%	-3%	-31%	1%	-3%	-4%
Cc1cc(N2CCCCCC2)nc(-c2ccccc2O)n1	-13%	4%	15%	?	-9%	-1%	?	6%
COC(=O)c1ccccc1NC(=S)NC(=O)c1ccccc1C	22%	10%	-3%	?	-2%	-2%	?	2%
Cc1cc2c(c(SCC(=O)NCc3ccc(Cl)cc3)n1)C(=O)OC2	11%	0%	12%	4%	4%	0%	-8%	1%
CCN(c1ccccc1)S(=O)(=O)c1ccc(NC(=S)NC(=O)c2ccc(Br)o2)cc1	-21%	-13%	8%	?	0%	-11%	3%	-10%
CC(NC(=O)CSc1n[nH]c(=O)[nH]c1=O)C1CC2CCC1C2 (stereo unspecified)	·	2%	4%	·	·	-4%	3%	-7%
O=C(O)c1ccccc1Nc1ccnc(Cl)n1	·	-2%	4%	·	·	-5%	-24%	-3%
CC1(C)CNC(=O)c2sc(N3CCOCC3)nc2C1	-6%	-5%	8%	-7%	7%	-4%	-4%	-6%
COC(=O)C1=C(C(=O)OC)SC(=C2C(=S)C(C)(C)N(C(=O)C(C)C)c3ccccc32)S1	-24%	-4%	5%	-5%	-2%	-7%	-11%	-3%
COC(=O)C(=CC(=CN(C)C)C=C(C(=O)OC)C(=O)OC)C(=O)OC	·	-7%	1%	·	·	7%	3%	1%
O=C(NC(=S)NCC1CCCO1)c1ccco1 (stereo unspecified)	-3%	7%	1%	-12%	2%	-3%	-11%	-2%
CCOC(=O)c1cccc(NC(=O)N2CCOCC2)c1	·	-3%	8%	-8%	6%	0%	-5%	7%
Cc1cccc(N2CCN(C(=O)c3ccc(N4CCCC4=O)cc3)CC2C)c1 (stereo unspecified)	-6%	-1%	-8%	7%	7%	-9%	9%	-7%
O=C(CSc1nc(O)c(Cc2ccccc2)c(=O)[nH]1)Nc1ccccc1	12%	3%	8%	-2%	-5%	-2%	8%	-2%
CC(=O)OC1CC2C(C)(C)C(O)CC[C@@]2(C)C2CC[C@@]3(C)C(c4ccoc4)OC(=O)C4OC43[C@]12C (stereo partly specified)	-21%	·	2%	7%	·	-2%	7%	4%
CCCN1C(=O)CN(C2CCCCCC2)C(=O)C1c1ccc(C)cc1 (stereo unspecified)	6%	5%	5%	4%	8%	4%	0%	8%
CN(C)C(=O)c1ccc(-c2nc(Nc3ccccc3)c3ccccc3n2)cc1	·	·	8%	16%	·	13%	·	6%
CC(C)(C)C1CCC(=NNc2nc3ccccc3[nH]2)CC1 (stereo unspecified)	29%	?	24%	?	6%	1%	?	-13%
CCOc1ccc(CN2CCNC(=O)C2CC(=O)OC)cc1 (stereo unspecified)	-3%	6%	6%	8%	-8%	-5%	?	-5%
NNC(=O)CNc1ccccc1Cl	·	8%	9%	?	9%	-1%	24%	-2%
Cc1ccc(NC2=CC(=O)CC(c3ccccc3)C2)cc1 (stereo unspecified)	?	4%	4%	3%	3%	0%	-17%	7%
CC(c1ccccc1)n1cc(C(=O)NCC2COc3ccccc3O2)nn1 (stereo unspecified)	-33%[inhibitor]	-2%	6%	8%	-6%	-4%	6%	-1%
O=C(NCCCn1ccnc1)/C(=C/c1ccco1)NC(=O)c1ccco1	·	0%	3%	·	·	2%	1%	4%
O=C(COC(=O)CCc1ccc(S(=O)(=O)N2CCOCC2)cc1)NCc1ccccc1Cl	·	3%	2%	-4%	-9%	-6%	0%	2%
CCOC(=O)C1(C)Oc2cccnc2NC1=O (stereo unspecified)	·	9%	-6%	4%	-2%	-1%	0%	-5%

Screening results (PubChem BioAssay)

This is a subset; count on the stated rates, not on these rows.
